Source: PubChem BioAssay (several laboratories)
XIAP antagonists = XIAP antagonists, biochemical, IAP family, fluorescence polarization (AID 1018) | XIAP BIR domain, fluorescence polarization peptide displacement; higher % means a stronger effect | displacement, % at 20 µM; hits with a dose series show IC50 in µM | hit rate 0.007% among 200,000 | E3 ubiquitin-protein ligase XIAP (Homo sapiens); in the data active = displacement above about 50%; also: a part of the inactive calls stands beside numbers as strong as those of hits
Siah-1 displacement = Siah-1 peptide-binding antagonists, primary screen, biochemical, fluorescence polarization, rhodamine-plectin, uHTS (AID 1817) | E3 ubiquitin-protein ligase SIAH1 (Homo sapiens) | Siah-1 / rhodamine-plectin peptide fluorescence polarization; higher % means a stronger effect | one-dose displacement, % at 20 µM; IC50 in µM for titrated hits | hit rate 0.02% among 290,000;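 active = displacement of at least 50% at 20 µM, with a fluorescence ratio check between 0.3 and a set limit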;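 also: plate controls were Siah plus tracer with DMSO for no effect and tracer alone without Siah for full effect; strong numbers were not always called active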
M17LAP inhibition = P. falciparum M17LAP inhibitors, primary screen, biochemical, fluorogenic H-Leu-NHMec substrate, 1536-well (AID 1619). Leucine aminopeptidase (Plasmodium falciparum (isolate 3D7)). recombinant M17LAP, H-Leu-NHMec fluorogenic kinetic assay; higher % means a stronger effect. inhibition, % at 30 µM; hits with a dose series show IC50 in µM. hit rate 0.38% among 220,000;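 active = compound inhibiting the enzyme by more than half at any dose during confirmatory dose-response retesting; inconclusive = strong single-dose inhibitors picked by rank but not retested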;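 also: plate controls were full reaction with DMSO carrier for no effect and no enzyme background for full effect; strong numbers were not always called active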
LYP phosphatase = inhibitors of LYP phosphatase, biochemical, fluorescence intensity, uHTS (AID 1779) | inhibition, % at 11.5 µM; hits with a dose series show IC50 in µM | Tyrosine-protein phosphatase non-receptor type 22 (Homo sapiens) | hit rate 0.054% among 290,000 | recombinant LYP phosphatase, fluorescence intensity; higher % means a stronger effect;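 also: plate controls were vehicle with enzyme for no effect and no enzyme for full effect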
ER stress rescue = rescue of cells from ER stress-induced death, primary screen, 384-well, CSM14.1, thapsigargin, ATP luminescence (AID 1222). CSM14.1 thapsigargin-induced death rescue, ATP luminescence; higher % means a stronger effect. cellular ATP content (survival), % at 20 µM; hits with a dose series show EC50 in µM. 190,000 tested, under 10 active;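 active = EC50 below 50 µM in the dose-response confirmation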;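 also: death triggered by thapsigargin at about 15 µM added after 2 h compound pretreatment; cell ATP read after overnight thapsigargin exposure of roughly 18 to 22 hours; normalized against plate controls of thapsigargin alone and 5% DMSO vehicle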
AID2073 = inhibitors of Mint1-CaV2.2 protein interaction, biochemical, HTRF (AID 2073) | HTRF protein-protein interaction, Mint1-CaV2.2; higher % means a stronger effect | inhibition, % at 20 µM, or IC50 in µM where a hit was titrated | hit rate 0.19% among 290,000; in the data active = inhibition mostly above about 51%, no sharp cut-off; inconclusive = no clear call, values can overlap the other calls; inactive = mostly below about 53%; also: some results filed as inactive read as strong as hits
HEK293 NOD2/NF-kB = NOD2 signaling inhibitors, cell-based, luminescence, uHTS, HEK293 (AID 1566); HEK293 NOD2/NF-kB luciferase reporter, luminescence; higher % means a stronger effect; inhibition, % at 4 µM, or EC50 in µM where a hit was titrated; hit rate 0.63% among 290,000; also: many of its hits are not listed in these tables
Lipid droplet = inhibitors of hepatocyte lipid droplet formation, primary screen, imaging, high-throughput imaging, BODIPY stain | inhibition, % at 6.5 µM | AML12 mouse hepatocytes, oleate lipid droplets | hit rate 0.4% among 240,000;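 active = lipid droplet intensity inhibited by at least 50%, with more than 500 cells counted; inconclusive = wells with under 300 cells, treated as cytotoxic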
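Test system: AML12 hepatocytes (mouse); reagent: oleate loading, 100 µM; dosing: one dose, 6.5 µM compound; incubation: overnight exposure; signal: fluorescence imaging, 20x objective, two fields per well; read-out basis: % inhibition of corrected integrated BODIPY droplet signal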
P. falciparum M1AAP = P. falciparum M1AAP inhibitors, biochemical, fluorogenic H-Leu-NHMec substrate, 1536-well (AID 1445). hit rate 0.42% among 220,000. recombinant M1AAP, H-Leu-NHMec fluorogenic kinetic assay; higher % means a stronger effect. inhibition, % at 30 µM; hits with a dose series show IC50 in µM;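 active = primary inhibition above the hit cutoff, then over 50% inhibition at one or more dose response concentrations, cut at about 23% in these data, passing the limit was not always enough; inconclusive = conflicting primary data, or primary hits not chosen for dose response; inactive = low primary inhibition, or under 50% at every dose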;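 also: plate controls were DMSO full reaction for no effect and no enzyme background for full effect; strong numbers were not always called active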
Lipid droplet cells 6.5 µM = second read-out of Lipid droplet, no call of its own (marks repeat the call); cell count; measured here: cell count, cytotoxicity flag;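 cells counted across two imaged fields per well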
* marks the source's active call; other numbers are inactive results; ? = inconclusive; / = no result given; & = joins results of further samples. Rule as the data show it, unless noted: active = inhibition above about 50%; inactive = the rest. These rows are one share of the data; count on the stated rates, not on these rows.

SMILES	XIAP antagonists	Siah-1 displacement	M17LAP inhibition	LYP phosphatase	ER stress rescue	AID2073	HEK293 NOD2/NF-kB	Lipid droplet	Lipid droplet cells 6.5 µM	P. falciparum M1AAP
O=C(O)c1ccc(N2CCS(=O)(=O)CC2)cc1	-4.8%	5%	-10%	-9%	0.9%	9%	10%	-14	680	-3%
Cc1cc(C)cc(N2CC34C=CC(O3)C(C(=O)OCC(=O)NCc3ccco3)C4C2=O)c1 (stereo not drawn)	-2.8%	-5%	6%	-2%	1.8%	?	3%	/	/	3%
CCN1CCN(c2nc3c(c(=O)[nH]c(=O)n3C)n2CCCc2ccccc2)CC1	-10%	14%	5%	-2%	-1.2%	-8%	4%	2	734	2%
COc1ccc(NC2c3ccccc3C(=O)N2c2ccccn2)cc1 (stereo not drawn)	/	-1%	6%	-5%	/	-19%	-7%	-1	715	1%
N#CCCN(Cc1cccnc1)C(=O)c1sc2cc(F)ccc2c1Cl	5.6%	-4%	3%	-4%	7.4%	-6%	13%	-2	502	-3%
O=C1c2cccc3c(O)ccc(c23)C(=O)N1Cc1ccccc1	37%	12%	0%	-6%	-3.7%	?	40%	1	768	22%
COc1ccccc1NS(=O)(=O)c1ccc(C)c(C(N)=O)c1	-6.5%	-6%	10%	0%	-2.0%	0%	-5%	17	664	7%
CC1(C)CC(=O)N(CC(=O)O)c2ccccc2S1	-6.3%	0%	13%	1%	-1.1%	10%	3%	/	/	-2%
COC(CNS(=O)(=O)c1cccc2nonc12)OC	-5.9%	4%	1%	-3%	-12%	11%	10%	17	674	-7%
O=C(/C=C1\NC2(CCCC2)Cc2ccccc21)C(=O)N/N=C/c1ccc(O)c(O)c1	1.6%	24%	19%	3%	0.8%	-5%	-2%	4	524	11%
CCCOC1CCCN(C(=O)c2ccc(OC3CCN(C(=O)COC)CC3)cc2)C1 (stereo not drawn)	/	2%	/	0%	/	-8%	-2%	-36	599	/
O=C(NCCCN1CCCC1=O)Nc1ccc([N+](=O)[O-])cc1	/	-7%	/	0%	/	-3%	-15%	-5	833	/
O=C(C1CC1)N1CCc2cc(S(=O)(=O)N3CCN(c4ccccc4)CC3)ccc21	/	0%	/	-6%	/	9%	5%	-6	700	/
Cc1ccc(C)c(N2CCN(S(=O)(=O)c3c(C)[nH]c(C)c3C(=O)N3CCCC3)CC2)c1	/	21%	/	-7%	/	-6%	-1%	-31	756	/
COCCN(Cc1ccccc1)P(=O)(O)c1ccccc1OCC(=O)O	-4.4%	3%	24%	-5%	-0.1%	-1%	5%	7	777	2%
O=C(O)COc1ccc(/C=C/C(=O)c2ccc3ccccc3c2)cc1	/	5%	/	1%	/	16%	-4%	/	/	/
COc1ccc([C@H]2[C@H](C(=O)C(C)(C)C)N3N=Cc4ccccc4C3[C@]23N=C(c2ccccc2)OC3=O)cc1OC (stereo partly drawn)	-6.0%	0%	8%	6%	-1.6%	24%	2%	/	/	-9%
Cc1noc(C)c1C(=O)Nc1nccs1	/	4%	/	-8%	/	0%	-9%	-2	651	/
CC(C)NC(=O)Cn1nnc(-c2cccc(NC(=O)c3ccccc3F)c2)n1	-6.1%	3%	-7%	4%	-0.9%	6%	-1%	/	/	-1%
CCc1cc(=O)oc2cc(C)cc(OCC(=O)N3CCC[C@@H]3C(=O)O)c12	/	1%	/	-16%	/	40%	-13%	/	/	/
Cc1ccccc1OCC(=O)Nc1nnc(C2CCCC2)s1	/	-4%	/	-6%	/	8%	8%	12	757	/
COC(=O)c1ccc(C2/C(=C(/O)c3ccc(OC)cc3)C(=O)C(=O)N2CC2CCCO2)cc1 (stereo not drawn)	-3.8%	0%	-1%	1%	-1.4%	5%	4%	-31	673	4%
COc1cccc(CN(CC(=O)NCC2CCCO2)C(=O)CCC(=O)Nc2cc(C)on2)c1 (stereo not drawn)	-4.8%	-1%	-3%	-10%	0.8%	-3%	10%	/	/	3%
COc1ccc(NC(=O)C2C(=O)N(C)C3(C)CC2c2ccccc2O3)cc1 (stereo not drawn)	-0.9%	4%	2%	3%	-1.4%	0%	13%	/	/	10%
C=CCn1c(=O)c2ccccc2n2c(SCC(=O)Nc3sc(C)c(CC)c3C(=O)OCC)nnc12	-8.2%	-2%	-1%	0%	-1.1%	7%	1%	-1	690	2%
CCCN1CN(c2ccccc2)C(=S)N(c2ccccc2)C1	/	-5%	-8%	-9%	/	-5%	-34%	-12	657	1%
CCN(CC)C(=S)SC1CCCCN(C(=O)c2ccccc2)C1=O (stereo not drawn)	/	0%	-5%	-4%	/	22%	36%	3	713	-3%
COc1ccc(CN(C)C(=O)CCN2C(=O)c3ccccc3C2=O)c(OC)c1OC	/	-3%	/	-12%	/	0%	20%	9	878	/
Cc1cccc(NCc2cccc3ccccc23)n1	/	1%	/	-4%	/	-1%	8%	-1	776	/
CSc1nc(C)c(C(=O)C[n+]2ccccc2C)cc1C#N	/	4%	8%	-1%	/	-1%	3%	-19	659	6%
CCCCC(=O)NNC(=S)NC(=O)c1ccc([N+](=O)[O-])cc1	-5.4%	-6%	44%	2%	-0.5%	7%	30%	-2	676	-4%
Cc1onc(-c2ccccc2Cl)c1C(=O)N1CCN(S(=O)(=O)c2ccc(F)c(F)c2)CC1	/	-7%	/	-2%	/	23%	-14%	-11	773	/
COc1ccccc1CN1CC(C(=O)N2CCC(OC)CC2)CCC1=O (stereo not drawn)	/	9%	/	-12%	/	-4%	3%	-9	735	/
CCCCN(CC)CCNC(=O)CNC(=O)Cn1ccc2ccccc2c1=O	0.4%	-4%	8%	-4%	2.4%	-1%	18%	6	727	6%
CCc1cccc(C)c1NS(=O)(=O)Cc1ccccc1	/	13%	/	-2%	/	-10%	8%	-7	797	/
Cc1cccc2cc(C#N)c(SCC(=O)N3CCC(C)CC3)nc12	-21%	1%	8%	12%	1.0%	19%	19%	/	/	10%
CSc1ccccc1OCc1cc(C(=O)N2CCCC2c2nonc2C)no1 (stereo not drawn)	/	1%	/	-7%	/	-1%	-56%	16	735	/
Cc1cc(C)c2[nH]c(=O)c(C(c3nnnn3Cc3ccc4c(c3)OCO4)N3CCCCC3)cc2c1 (stereo not drawn)	-19%	0%	/	8%	-3.6%	32%	5%	2	804	/
CS(=O)(=O)N1CCN(c2ccccc2[N+](=O)[O-])CC1	-5.1%	-3%	7%	0%	-0.4%	-2%	-5%	-4	699	13%
O=C(Cn1c[n+](CC(=O)c2ccc([N+](=O)[O-])cc2)cn1)c1ccc([N+](=O)[O-])cc1	/	15%&2%	9%&8%	-2%&-4%	/	-6%&-21%	9%&18%	4&-9	722&656	2%&5%
Cc1cccc(N(C(=O)c2csnn2)C(C(=O)NC(C)(C)C)c2cccs2)c1 (stereo not drawn)	0.9%	2%	10%	-4%	5.6%	-9%	-4%	/	/	4%
CSc1ccc(C(=O)C2CCCN(C(=O)CN3CCOC3=O)C2)cc1 (stereo not drawn)	/	7%	/	-7%	/	0%	-5%	-7	600	/
Cc1cc(C(=O)CSc2nnc(-c3ccco3)o2)c(C)n1-c1ccc2c(c1)OCCO2	-1.0%	4%	6%	-1%	9.9%	0%	/	/	/	1%
CS(=O)(=O)c1ccc2nc(NC(=O)C3CC(=O)N(c4ccc(F)cc4)C3)sc2c1 (stereo not drawn)	/	11%	/	-5%	/	18%	-12%	5	827	/
Cn1c(=O)c2c(nc(CN3CCC(C(N)=O)CC3)n2Cc2ccccc2Cl)n(C)c1=O	-2.1%	-5%	/	-4%	-0.7%	0%	12%	/	/	/
CCCCN(CCCC)CCNC(=O)Cc1nc2c(c(=O)[nH]c(=O)n2C)n1C	2.5%	-2%	8%	-9%	-3.0%	8%	1%	10	750	6%
COc1ccc(C(=O)OCCOc2ccccc2C(C)=O)c(O)c1	-12%	4%	1%	-2%	-0.7%	-5%	22%	-4	688	-6%
COc1ccc(C2Nc3ccccc3C(=O)N2Cc2ccccc2)cc1COc1ccccn1 (stereo not drawn)	-6.4%	0%	-23%	-6%	9.8%	4%	-11%	/	/	5%
COc1ccc(C(=O)Nc2cccc(-c3ccc4nncn4n3)c2)cc1	-4.4%	24%	-4%	-3%	-4.7%	7%	4%	2	692	3%
CC(Sc1nncs1)C(=O)NCc1ccc2c(c1)OCO2 (stereo not drawn)	-6.0%	-2%	-5%	-8%	1.7%	12%	-1%	/	/	4%
CN(C)S(=O)(=O)c1cccc(C(=O)N=C2N=C3C=CC(Cl)=CN3Cc3ccccc32)c1	/	-7%	18%	-4%	/	8%	-156%	1	670	13%
C=CCn1c(SCc2nc(N)nc(N(C)C)n2)nnc1-c1cccnc1	-6.3%	2%	-7%	-2%	0.5%	0%	7%	/	/	3%
CCCc1sc(N)nc1-c1ccc(C)cc1	-4.7%	-2%	5%	-2%	-3.3%	-8%	21%	-13	737	2%
CCN(CC)S(=O)(=O)c1csc(C(=O)OCC(=O)c2ccccc2)c1	0.3%	-4%	-5%	-5%	-0.8%	13%	11%	-4	724	2%
OCCC1CN(Cc2cc(F)ccc2-n2cccn2)CCN1C1CCCC1 (stereo not drawn)	/	-3%	18%	-6%	/	20%	8%	15	693	3%
CCCCn1c(N)c(N(CC)C(=O)c2cccc(C)c2)c(=O)[nH]c1=O	/	-3%	/	-12%	/	4%	5%	16	725	/
CCOC(=O)c1sc(NC(=O)c2ccco2)c(C#N)c1C	-6.0%	-2%	4%	0%	-4.3%	14%	1%	-3	706	6%
COc1ccc(CCNC(=O)C2CCN(S(=O)(=O)N3CCOCC3)CC2)cc1OC	0.1%	0%	1%	8%	0.3%	15%	2%	/	/	3%
O=c1c2ccccc2n2c(-c3cccc(F)c3)nnc2n1Cc1ccccc1	-18%	8%	7%	3%	-1.4%	11%	16%	-4	635	4%
